Compound activity deposited in PubChem by several laboratories.
CDK5 inh: CDK5/p35 (human) kinase inhibition | Q00535+Q15078 | Recombinant CDK5/p35, ADP-Glo luminescence, 60 min | inhibition, % at 10 µM | 0.01% of 330,000 active | AID 488839;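 active means highest replicate inhibition of at least 50% and at least 75% of replicates reaching 50%; inconclusive means only one of the two criteria met; inactive means both criteria failed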;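 further: plate controls were DMSO neutral control for no effect and GW8510 at 10 µM for full effect; many of its hits are not listed in these tables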
V-ATPase pHluor: yeast V-ATPase proton transport regulation by pHLuorin | S. cerevisiae, pHLuorin cytosolic pH fluorescence | 0.37% of 350,000 active | response, % at 10 µM | AID 504577; in the data active means response mostly above about 7.3%, no sharp cut-off; inactive means mostly below about 5.4%; further: actives read high; inactives centre near 0; some compounds called inactive have numbers as strong as hits
Wnt act: activators of Wnt/beta-catenin signaling; Wnt/beta-catenin reporter cell assay, activator, plate reader; activation, % at 9.35 µM; 1.2% of 300,000 active; in the data active means activation above about 30%, passing the limit was not always enough; inconclusive means no clear call, values can overlap the other calls;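 further: 0% = neutral control wells and 100% = positive control wells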
Rtt109 Vps75: C. albicans Rtt109 histone acetyltransferase inhibition | 0.16% of 330,000 active | purified Rtt109/Vps75, ThioGlo CoA-SH fluorescence, 4 h | inhibition, % at 34.9 µM | Q5AAJ8;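 active means inhibition of at least 50% in every replicate; inconclusive means best replicate reaches 50% inhibition but some replicates fall short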
Target sequence (Q5AAJ8 whole entry, looked up): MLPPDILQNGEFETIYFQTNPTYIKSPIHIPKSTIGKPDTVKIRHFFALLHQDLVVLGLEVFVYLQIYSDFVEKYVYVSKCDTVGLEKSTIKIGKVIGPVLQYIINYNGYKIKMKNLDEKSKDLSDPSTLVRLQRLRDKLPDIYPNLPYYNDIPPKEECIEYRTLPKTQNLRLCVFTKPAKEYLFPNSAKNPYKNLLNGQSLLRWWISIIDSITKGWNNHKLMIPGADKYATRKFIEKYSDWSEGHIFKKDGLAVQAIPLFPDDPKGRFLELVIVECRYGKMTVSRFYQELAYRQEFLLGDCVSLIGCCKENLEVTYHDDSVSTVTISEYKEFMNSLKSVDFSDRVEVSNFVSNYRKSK
MITF TRPM1 HTS: activators of MITF-driven TRPM1 promoter activity in SK-MEL-5 cells; SK-MEL-5 TRPM1-promoter luciferase, 24 h; % of positive control, neutral wells = 0; activation, % at 12.5 µM; 0.75% of 300,000 active;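 active means mean activation of at least 80% with every replicate also reaching 80%; inconclusive means mean reaches 80% but some replicate falls short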;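 further: 0% = neutral control wells and 100% = parthenolide positive control wells; values of inactives mirror those of a sister screen read the other way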
Tat export inh: E. coli Tat transport inhibition. E. coli MC4100 TorA-mCherry Tat export, fluorescence. inhibition, % at 10 µM. 0.036% of 340,000 active. AID 488895;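 active means mean replicate inhibition at least 50% and at least half of replicates individually reaching 50%; inconclusive means only one of the two criteria met; inactive means neither criterion met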;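 further: exported cargo escapes ClpAP degradation while cytoplasmic cargo is degraded and loses fluorescence; 0% = median of neutral control wells and 100% = median of NaSCN control wells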
CAL PDZ FP-1: blocks peptide binding to the human CAL PDZ domain; purified CAL PDZ, TMR-peptide fluorescence polarization, 1 h; AID 602252; Q9HD26; 0.92% of 300,000 active; inhibition, % at 24.9 µM;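 active means mean inhibition of at least 30% with at least half of replicates also reaching 30%; inconclusive means no clear call, values can overlap the other calls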;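 further: 0% = DMSO neutral control and 100% = excess unlabeled competitor peptide PRC23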
cardiac RTF act: increases calcium sensitivity of human cardiac regulated thin filaments; P19429+P45379; IANBD-labeled TnC RTF fluorescence at EC20 calcium; 0% EC20 calcium, 100% full calcium; activation, % at 7.2 µM; 0.24% of 340,000 active; AID 493008;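 active means activation above the mean over all tested compounds plus 3 SD, cut at about 30% in these data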;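 further: rise in fluorescence read as greater calcium sensitivity of cardiac thin filaments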
CAL PDZ FP-2: inhibitors of human CAL PDZ peptide binding; inhibition, % at 20 µM; purified CAL PDZ, TMR-peptide fluorescence polarization, 1 h; AID 504414; 0.02% of 330,000 active; Q9HD26;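 active means highest replicate inhibition of at least 40%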;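 further: plate controls were DMSO neutral control wells for no effect and unlabeled competitor peptide control wells for full effect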
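Control set: unlabelled peptide and DMSO controls / Material: purified CerCALP PDZ construct / Timing: 1 h incubation at room temperature before polarization reading / Doses: 20 µM, one dose / Detection: fluorescence polarization (mP)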
dFosB activator: mouse delta FosB homodimer activation | activation, % at 25 µM | AID 493131 | 0.99% of 340,000 active | P13346 | purified delta FosB, TAMRA-CDK5 oligo fluorescence polarization; percent of positive-control signal above neutral wells;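 active means mean activation above about 17%, with every replicate also reaching it, limit read from the data, passing the limit was not always enough; inconclusive means only one of the two conditions met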;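 further: fluorescence polarization rise as delta FosB binds a TAMRA Cdk5 AP-1 oligo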
Target sequence (P13346 whole entry, looked up): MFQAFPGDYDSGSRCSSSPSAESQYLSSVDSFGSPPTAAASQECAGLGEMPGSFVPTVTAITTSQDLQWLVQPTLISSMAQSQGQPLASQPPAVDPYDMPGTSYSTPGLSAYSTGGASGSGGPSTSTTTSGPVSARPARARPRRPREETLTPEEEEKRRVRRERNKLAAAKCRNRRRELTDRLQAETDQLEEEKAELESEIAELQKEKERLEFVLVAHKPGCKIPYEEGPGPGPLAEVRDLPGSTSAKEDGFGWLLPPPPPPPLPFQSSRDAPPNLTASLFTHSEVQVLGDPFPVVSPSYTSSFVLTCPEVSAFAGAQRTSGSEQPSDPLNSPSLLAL
Active calls of the source: *; ? = inconclusive; . = not tested or not shown. No enrichment for hits. About 4.1% of those tested had a hit in this group.

SMILES	CDK5 inh	V-ATPase pHluor	Wnt act	Rtt109 Vps75	MITF TRPM1 HTS	Tat export inh	CAL PDZ FP-1	cardiac RTF act	CAL PDZ FP-2	dFosB activator
Nc1ccc2c(c1)COc1ccccc1O2	-0.3	1	.	-8	50	7	1	5	0.9	-1
COc1ccc(Cl)cc1NS(=O)(=O)c1ccc(S(=O)(=O)N2CCCC2)cc1	-0.5	-1	.	.	-9	2	-2	4	-2.0	-5
C/C(=N\NC(=O)CSCc1ccccc1Br)c1cccc([N+](=O)[O-])c1	-0.6	7	-6	16	2	-14	.	5	0.5	-3
CCOC(=O)c1c(-c2ccc(C)s2)csc1N	-1.9	0	-2	-1	2	1	-1	6	-2.7	-3
COC(=O)N/N=C/c1cc(C)n(-c2ccc(F)cc2)c1C	-5.6	3	0	-2	6	4	-2	-5	0.6	3
O=C(CN1C(=O)/C(=C/c2ccccc2F)SC1=S)NC1C=CS(=O)(=O)C1 (stereo unspecified)	-0.5	-2	0	-12	-2	4	0	5	-0.7	-10
NS(=O)(=O)c1cccc(NC(=O)CSc2nc3ccccc3c(=O)n2CC2CCCO2)c1 (stereo unspecified)	-1.8	-1	-2	1	12	11	.	-2	-3.0	-12
COc1ccc(-n2nnnc2SCC(=O)N2CCOCC2)cc1	-1.1	-3	0	15	-8	4	.	0	0.2	-8
CCC[C@H](CN[C@@H](CNC)[C@H](C)CC)NCCc1cc(C(F)(F)F)cc(C(F)(F)F)c1	1.0	-1	-24	1	-102	-2	-3	11	-2.8	14
O=S(=O)(O)c1cc2oc(-c3ccccc3)nc2c2ccccc12	0.3	3	0	-4	-15	-3	-4	-2	-0.4	-4
COc1ccccc1-c1nnc2sc(COc3ccc(Cl)cc3)nn12	-4.4	0	.	1	-3	8	4	4	-3.0	-16
O=C(c1nc(-c2ccccc2)n(-c2ccccc2)n1)N1CCCCCC1	1.3	1	.	-9	.	-2	-1	-1	-0.3	-1
O=C(NC1CCCC1)C1CCC(=O)N1CCc1ccccc1 (stereo unspecified)	2.6	10	.	2	-10	7	-2	-7	-0.9	8
O=C(CSCC(=O)Nc1nccs1)Nc1ccccc1	-0.2	1	.	-8	1	-5	0	6	0.3	-2
O=C(Cc1ccc(Cl)c(Cl)c1)Nc1ccc(S(=O)(=O)Nc2ncccn2)cc1	-1.2	0	-3	-9	-11	-10	-4	1	-2.7	0
CCCOc1ccc(C2C(=O)N(C3CCCCC3)CC(=O)N2CCCOCC)cc1OC (stereo unspecified)	-0.7	-1	.	-2	-5	2	.	1	-1.4	-10
COC(=O)CCN(c1ccccc1)S(=O)(=O)c1cc(-c2cc(C)no2)ccc1OC	-2.1	1	1	9	6	0	13	-4	-0.5	-10
CCS(=O)(=O)N1CCC(C(=O)NCc2ccc(F)cc2Cl)CC1	0.6	3	.	3	-1	-7	4	7	0.0	0
CCCn1ncc2c(Nc3ccc(C)c(C)c3)ncnc21	3.4	1	20	6	98*	1	-3	-7	-3.6	-10
O=c1oc([C@@H](O)c2ccccc2)cc2ccccc12	0.8	8	-4	-4	2	6	0	5	-0.1	3
O=C(Nc1ccc(Cl)c(S(=O)(=O)N2CCOCC2)c1)c1ccncc1	0.6	2	-1	17	-7	9	.	-5	-0.1	-9
Cc1ccc(C(=O)OC(C)C(=O)N(C)C2CCCCC2)cc1S(=O)(=O)N1CCCCC1 (stereo unspecified)	-1.4	2	5	-1	-15	8	-11	1	-1.2	-14
COc1cccc(CC(=O)Nc2ccccc2C(=O)N2CCOCC2)c1	.	-2	.	0	-8	-2	-1	8	-0.4	5
CC(=O)Nc1ccc(C=NNc2nnc(NN=Cc3ccc(NC(C)=O)cc3)c3ccccc23)cc1	2.0	-90	-1	6	2	-1	-5	-3	0.8	-1
CN(C)C(=O)c1cccn(Cc2ccc(C(F)(F)F)cc2)c1=O	0.1	-1	-2	-5	-11	2	4	-2	-0.6	-2
CCC(=O)N1CCN(c2ccccc2NC(=O)COc2cccc(C)c2C)CC1	1.3	0	-4	9	-2	6	-3	-3	-1.9	-4
c1ccc(-c2noc(-c3cccs3)n2)nc1	1.8	6	.	4	-12	1	-3	1	-0.5	-10
Cc1cccc(CC2CC(=O)N(c3ccccc3)C2=O)c1 (stereo unspecified)	-1.5	-2	.	1	.	-4	.	-10	0.2	2
CC(C)N1CCC(N2CCN(CC#Cc3ccccc3)CC2CCO)CC1 (stereo unspecified)	-0.2	1	-1	5	23	-2	16	8	-2.1	1
COc1ccccc1-c1nnc(SC(C)C(=O)NCC2CCCO2)n1C (stereo unspecified)	-1.3	3	-6	9	-9	-3	.	-2	0.0	4
COc1ccc(-c2c(NC(=O)c3ccco3)n(-c3ccccc3)nc(C)c2=O)cc1	0.1	-1	-6	-1	6	-4	-5	-7	0.5	6
O=C(CN1CCN(c2ccccc2O)CC1)Nc1ccnn1C1CCCC1	1.1	-5	-2	25	-8	0	0	0	-0.8	-2
O=C(CCn1nc(-c2ccccc2)ccc1=O)N1CCN(c2ccccn2)CC1	.	1	-2	8	-1	3	-2	0	-0.6	-10
CC(C)CCOc1ccc(/C=N/N2C(=O)CSC2=S)cc1	-0.7	3	3	-5	28	-6	-2	-3	-1.2	-8
Cc1ccc(C(=O)NC(=S)Nc2ccc(S(=O)(=O)N(C)c3ccccc3)cc2)cc1	-0.4	-5	-3	-8	-16	-6	0	-4	.	12
O=C(O)CSC(NC(=O)c1cccnc1)(C(F)(F)F)C(F)(F)F	-1.0	-1	-3	-5	.	-2	-1	0	0.1	7
Cc1ccccc1CC(=O)Nc1ccc2c(C)cc(=O)oc2c1	-0.3	-2	0	8	12	8	-3	1	.	9
CCOC(=O)Cc1csc(NC(=O)CC(C)(C)CC(=O)O)n1	0.8	-1	-1	-20	.	-1	1	-1	0.6	-4
Cc1ccc(OC(C)C(=O)Nc2ccncc2)cc1C (stereo unspecified)	0.1	-3	-1	7	-6	7	-3	-3	18	-2
Cc1cc(C)nc(/N=C(\N)Nc2ccc(S(=O)(=O)O)cc2)n1	0.0	2	-2	-11	6	-8	-5	.	0.0	0
CCc1ncc(CN2CCC(C(=O)Nc3cccc(-c4cscn4)c3)CC2)cn1	1.0	-4	1	5	2	-3	-3	0	-2.9	-13
Cc1cc(C)n2nc(C(=O)OCC(=O)Nc3cc(S(=O)(=O)N4CCOCC4)ccc3Cl)nc2n1	-0.3	-1	0	2	.	-1	-2	-3	-0.5	-6
COc1ccc(CC(=O)Nc2ccncc2Cl)cc1	-0.1	-1	-6	-1	-10	0	-8	-3	-1.8	0
COc1cccc(NC(=O)c2cccs2)c1	-0.7	1	.	3	64	4	5	2	-0.2	-9
S=C(NCc1ccco1)N1CCOCC1	0.1	0	1	1	4	3	.	4	-0.3	-7
C=CCN(CC=C)C(=O)c1cc(Cl)ccc1[N+](=O)[O-]	-0.4	0	-2	-2	7	1	-1	-1	0.2	2
N#CCC(=O)NCCCOC(=O)Nc1ccc(Cl)c(Cl)c1	-1.2	-1	.	5	9	0	-3	3	-1.0	-4
CCNc1nc(N2CCCCC2)nc(-n2nnc(C(=O)OCC)c2C)n1	3.4	-1	-2	1	4	4	-6	-1	-2.0	-11
O=S(=O)(Nc1ccc(Br)cc1)c1cccc(NC(=S)NCCN2CCOCC2)c1	0.3	-2	0	15	-1	-3	-6	-2	-2.4	-4
O=c1cc(-c2ccsc2)oc2ccc(-c3ccc4cc[nH]c4c3)cc12	-0.3	0	23	0	115*	-3	1	0	0.6	3
O=C(CN(C(=O)c1csnn1)c1cccc(F)c1)NCc1ccc(F)cc1	-0.6	-1	-1	-3	0	-7	-5	0	0.0	0
CC(C)(C)C1CCC(C(=O)OCC(=O)Nc2ccc3[nH]c(=O)[nH]c3c2)CC1 (stereo unspecified)	-2.7	4	.	-4	3	3	-2	8	-1.9	-9
O=C(Nc1nccs1)c1ccc[nH]c1=O	0.1	-2	4	5	.	13	-17	1	1.4	-2
CC1=NN(c2ccccc2)C(=O)/C1=C\c1cn(C)c2ccccc12	0.5	-4	-1	-8	-4	-1	0	2	16	-11
CN(CC(=O)NCCc1ccc(F)cc1)Cc1cccc(Cl)c1	-0.2	-3	13	-2	8	-2	.	0	-0.9	-4
CCc1c(-c2n[nH]c(=S)n2Cc2ccccc2)csc1C	1.7	3	.	6	-10	-7	-1	0	-2.8	-7
CC(=O)Nc1ccc(S(=O)(=O)N(C)c2ccc(OCCOc3cccc(C)c3)cc2)cc1	-1.7	2	-3	-9	-31	18	-3	0	0.5	-5
COCC(=O)Nc1ccc(F)cc1	-3.3	1	0	-5	-3	16	3	12	-0.2	-3
CCOC(=O)c1[nH]c(C)c(C(=O)OC)c1C	0.4	0	3	5	34	-4	1	-3	-1.0	1
Cc1ccc(S(=O)(=O)N(C)C)cc1NC(=O)COC(=O)COc1ccccc1[N+](=O)[O-]	0.8	0	-1	15	-10	0	-2	3	-0.6	-5

Continuation:
SMILES	CDK5 inh	V-ATPase pHluor	Wnt act	Rtt109 Vps75	MITF TRPM1 HTS	Tat export inh	CAL PDZ FP-1	cardiac RTF act	CAL PDZ FP-2	dFosB activator
O=C(Nc1ccn(Cc2ccc(Cl)cc2)n1)c1ccccc1	-0.3	-1	35*	-4	?	-6	-1	-7	0.6	1
COc1ccc(CNC(=O)C[C@H]2C[C@H](C(=O)N(C(C)C)C(C)C)[C@@]3(C)c4[nH]c5ccc(Cl)cc5c4CCN3C2=O)cc1OC	0.0	-3	-2	0	-14	16	-9	-1	-1.3	-11
C=C(C)CSC1=C(C#N)C(c2ccccc2Cl)CC(=O)N1 (stereo unspecified)	-0.7	6	.	3	5	-2	-4	-1	-2.1	-6
COC(=O)c1oc2ccccc2c1NC(=O)c1ccccc1O	-0.5	-1	0	-1	-18	-5	-5	1	-2.7	-5
O=C(O)CCSc1nc2ccccc2n1CCOc1ccccc1	1.0	0	0	.	-2	7	-1	-7	-3.1	3
CCOC(=O)C1CCCN(c2c(N3CCN(c4ccccn4)CC3)c(=O)c2=O)C1 (stereo unspecified)	-1.4	2	-5	7	-7	-4	.	2	-0.5	1
CC1COC2C(O1)N(S(C)(=O)=O)CCN2S(C)(=O)=O (stereo unspecified)	1.0	2	.	-1	-1	-9	-2	-7	-0.5	6
O=C(Nc1ccc(S(=O)(=O)NCC2CCCO2)cc1)C1CC(=O)N(c2ccccc2)C1 (stereo unspecified)	1.2	2	-2	2	-2	0	-4	1	-2.7	-1
O=S(=O)(Nc1nc2ccccc2s1)c1cnc(Cl)c(Br)c1	1.3	-1	1	4	-6	2	1	7	-0.5	-2

An excerpt from above with just CDK5 inh and V-ATPase pHluor:
Structure	CDK5 inh	V-ATPase pHluor
C=C(C)CSC1=C(C#N)C(c2ccccc2Cl)CC(=O)N1 (stereo unspecified)	-0.7	6
COC(=O)c1oc2ccccc2c1NC(=O)c1ccccc1O	-0.5	-1
